Compound activity: PubChem BioAssay, Icahn School of Medicine at Mount Sinai
RBX1-CUL1 inh = inhibitors of human ROC1-CUL1 ubiquitin ligase activity; inhibition, % at 10 µM; AID 1347404; in vitro K48 di-Ub FRET, acceptor:donor ratio, 45 min; actives 0.6% (n = 140,000); P62877+Q13616; in the data active means inhibition above about 25%
Target sequence (P62877 whole entry, looked up): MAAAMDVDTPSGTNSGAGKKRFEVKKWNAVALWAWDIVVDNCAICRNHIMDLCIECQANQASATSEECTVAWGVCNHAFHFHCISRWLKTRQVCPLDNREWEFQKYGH
Target sequence (Q13616 whole entry, looked up): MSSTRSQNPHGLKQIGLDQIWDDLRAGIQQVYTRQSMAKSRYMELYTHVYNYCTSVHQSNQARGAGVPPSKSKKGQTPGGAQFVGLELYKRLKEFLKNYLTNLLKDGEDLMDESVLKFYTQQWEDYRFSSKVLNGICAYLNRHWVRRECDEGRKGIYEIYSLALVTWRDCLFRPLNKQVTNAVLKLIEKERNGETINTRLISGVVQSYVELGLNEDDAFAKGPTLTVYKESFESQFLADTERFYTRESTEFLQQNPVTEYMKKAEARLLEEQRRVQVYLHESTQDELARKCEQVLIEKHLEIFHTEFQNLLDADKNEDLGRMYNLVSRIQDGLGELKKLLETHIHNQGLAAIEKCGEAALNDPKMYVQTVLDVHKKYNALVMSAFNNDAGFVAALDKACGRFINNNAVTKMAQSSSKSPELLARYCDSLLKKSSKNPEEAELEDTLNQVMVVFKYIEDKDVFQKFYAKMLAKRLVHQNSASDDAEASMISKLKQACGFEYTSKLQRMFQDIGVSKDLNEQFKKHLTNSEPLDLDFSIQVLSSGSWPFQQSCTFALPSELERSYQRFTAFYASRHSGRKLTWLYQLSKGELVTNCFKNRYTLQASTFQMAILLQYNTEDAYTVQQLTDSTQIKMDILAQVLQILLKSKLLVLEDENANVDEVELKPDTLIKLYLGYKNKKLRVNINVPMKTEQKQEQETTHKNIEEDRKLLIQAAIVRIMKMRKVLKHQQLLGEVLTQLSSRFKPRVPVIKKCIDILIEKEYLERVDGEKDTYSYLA
* marks the source's active call; other numbers are inactive results. A portion of the library; rates above refer to the full screens.

Preview, 17 compounds:
SMILES | RBX1-CUL1 inh
CCOC(=O)c1cccc(NC(=O)Cn2c(=O)nc(-c3ccccc3)c3ccccc32)c1 | -1
CN1CCCC1C(=O)Nc1cccc(-n2cccn2)c1 (stereo not drawn) | 10
Cc1ccc(C(C)C)c(OCCSc2nc(N)cc(N)n2)c1 | 3
CC(C)CC(NC(=O)c1ccccc1)C(=O)OCc1nc(-c2ccccc2)oc1COC(=O)C(CC(C)C)NC(=O)c1ccccc1 (stereo not drawn) | -3
COc1ccc2ccccc2c1CNCc1cccs1 | 3
CCOC(=O)C1CCN(C(c2ccc(SC)cc2)C2C(=O)C=C(C)N(Cc3ccco3)C2=O)CC1 (stereo not drawn) | 5
O=C(NCC1CCN(Cc2ccccc2Cl)CC1)c1cc2ccc3cccnc3c2[nH]1 | 12
CC1CCC(C(C)C)C(OC(=O)CN2C(=O)C3C4CC(C(Br)C4Br)C3C2=O)C1 (stereo not drawn) | -1
COc1ccccc1CNC(=O)Cn1c(-c2cccs2)cc2cc(F)ccc21 | -8
COc1ccccc1NC(=O)c1c(NCc2sccc2C)sc2c1CCCCC2 | 4
Cc1cc(C)n(CCc2nnc(NC(=O)N3CCC3c3ccccc3)s2)n1 (stereo not drawn) | 1
Cc1c2cnn(-c3ccccc3)c(=O)c2c(C)n1CC(=O)NCc1ccccc1Br | -10
O=C(C(C(=O)c1ccccc1)=C(C(=O)c1ccccc1)C(=O)c1ccccc1)c1ccccc1 | 15
CCOC(=O)COc1ccc(C2C3=C(N=C(C)C2C(=O)OC)c2ccccc2C3=O)cc1Cl (stereo not drawn) | 2
O=C(N/N=C/c1ccc(Br)s1)Nc1ccccc1 | -5
CCC(=O)Nc1ccc(Cl)c(NC(=O)c2ccc(C)cc2C)c1 | 14
CCN(CC)S(=O)(=O)c1ccc2c(c1)N(CC(=O)N1CCN(c3cccc(Cl)c3)CC1)C(=O)CO2 | 4

All compounds of this part, previewed entries included:
SMILES | RBX1-CUL1 inh
CCOC(=O)c1cccc(NC(=O)Cn2c(=O)nc(-c3ccccc3)c3ccccc32)c1 | -1
CN1CCCC1C(=O)Nc1cccc(-n2cccn2)c1 (stereo not drawn) | 10
Cc1ccc(C(C)C)c(OCCSc2nc(N)cc(N)n2)c1 | 3
CC(C)CC(NC(=O)c1ccccc1)C(=O)OCc1nc(-c2ccccc2)oc1COC(=O)C(CC(C)C)NC(=O)c1ccccc1 (stereo not drawn) | -3
COc1ccc2ccccc2c1CNCc1cccs1 | 3
CCOC(=O)C1CCN(C(c2ccc(SC)cc2)C2C(=O)C=C(C)N(Cc3ccco3)C2=O)CC1 (stereo not drawn) | 5
O=C(NCC1CCN(Cc2ccccc2Cl)CC1)c1cc2ccc3cccnc3c2[nH]1 | 12
CC1CCC(C(C)C)C(OC(=O)CN2C(=O)C3C4CC(C(Br)C4Br)C3C2=O)C1 (stereo not drawn) | -1
COc1ccccc1CNC(=O)Cn1c(-c2cccs2)cc2cc(F)ccc21 | -8
COc1ccccc1NC(=O)c1c(NCc2sccc2C)sc2c1CCCCC2 | 4
Cc1cc(C)n(CCc2nnc(NC(=O)N3CCC3c3ccccc3)s2)n1 (stereo not drawn) | 1
Cc1c2cnn(-c3ccccc3)c(=O)c2c(C)n1CC(=O)NCc1ccccc1Br | -10
O=C(C(C(=O)c1ccccc1)=C(C(=O)c1ccccc1)C(=O)c1ccccc1)c1ccccc1 | 15
CCOC(=O)COc1ccc(C2C3=C(N=C(C)C2C(=O)OC)c2ccccc2C3=O)cc1Cl (stereo not drawn) | 2
O=C(N/N=C/c1ccc(Br)s1)Nc1ccccc1 | -5
CCC(=O)Nc1ccc(Cl)c(NC(=O)c2ccc(C)cc2C)c1 | 14
CCN(CC)S(=O)(=O)c1ccc2c(c1)N(CC(=O)N1CCN(c3cccc(Cl)c3)CC1)C(=O)CO2 | 4
CCSc1nc(N)c(C#N)c(-c2cccs2)c1C#N | 10
CC(C)(C)OC(=O)N1CCC(c2c(C(=O)N3CCN(C(=O)c4ccco4)CC3)cnn2-c2ccccc2Cl)CC1 | 1
CC(C)Oc1ccc(C(=O)N2CCN(CCc3ccccn3)CC2)cc1 | -1
COc1ccccc1C1CC(c2ccc(Cl)cc2)=NN1c1ccccc1F (stereo not drawn) | 2
COc1ccc(CN2CCOc3ccc(C(O)Cc4ccccc4)cc3C2)c(OC)c1 (stereo not drawn) | 7
Cc1cc(C(N)=O)cc(S(N)(=O)=O)c1C | -1
Cc1c(C(=O)N2CCC(C)CC2)c(S(=O)(=O)Nc2cccc(C(F)(F)F)c2)c(C)n1C | 14
Oc1cccc2ccc(/C=C/c3ccc(Br)s3)nc12 | -3
CN(C)C(c1ccccc1)(c1ccccc1)c1ccccc1 | -8
CC(NC(=O)Cn1cnc([N+](=O)[O-])n1)C1CC2CCC1C2 (stereo not drawn) | 4
COC(=O)c1c(NC(=O)C2CC2)sc2c1CCC(C)C2 (stereo not drawn) | -2
CC(C)Cc1ccc(C(C)C(=O)Nc2cccc3ccccc23)cc1 (stereo not drawn) | -4
Cc1ccc2nc(Nc3cccc(Cl)c3C)c(-n3nc(C)cc3C)nc2c1 | -10
CCc1ccc(NC(=O)Cn2cc(S(=O)(=O)c3ccc(F)cc3)c(=O)c3cc(OC)ccc32)cc1 | -5
O=C(CN(c1ccc(Cl)c(C(F)(F)F)c1)S(=O)(=O)c1ccccc1)N1CCc2ccccc2C1 | 4
CC(C)COC(=O)Cn1nnc2sc(-c3ccccc3)cc2c1=O | 3
COc1nc(OC)c2nc(C)c(=O)[nH]c2n1 | -4
CC(Oc1ccc(Br)cc1Cl)C(=O)N1CCCCC1 (stereo not drawn) | 7
O=C(c1ccc2ccccc2c1)N1CCN(c2ccc(F)cc2)CC1 | -3
COc1cccc(-c2[nH]nc3c2C(c2cc(OC)c(OC)c(OC)c2)C(C#N)C(=N)O3)c1 (stereo not drawn) | -4
Cc1cc(C)c(S(=O)(=O)Nc2ccc(-c3ccc(N4CCC(C)CC4)nn3)cc2)cc1C | -8
COc1cccc(OCc2nc(C(=O)N(C)C(C)c3nccs3)co2)c1 (stereo not drawn) | 7
Cc1ccc(C)n1-c1c(C)n(C)n(-c2ccccc2)c1=O | 3
COc1cc(/C=C(\C#N)c2nc3ccccc3n2C)cc(OC)c1OC | 14
CCN1CCN(c2ccc(NC(=O)c3cc(OC)c(OC)c(OC)c3)cc2)CC1 | -4
COc1ccc(NC(=S)NC(NC(=O)Cc2cccc3ccccc23)C(Cl)(Cl)Cl)c([N+](=O)[O-])c1 (stereo not drawn) | 0
FC(F)(F)c1ccc(/C=N/Nc2nc3ccccc3s2)cc1 | -4
CN(C)c1ccc(/C=C(\C#N)c2nc3ccccc3c(=O)[nH]2)cc1 | 2
CCCN(C(=O)c1cc(S(=O)(=O)N2CCc3ccccc32)cn1C)c1ccc(OCC)cc1 | -2
CCc1cccc(NC(=O)CCS(=O)(=O)c2cc(Br)cc3c2N(C(C)=O)CC3)c1 | 9
Cc1cc(C)cc(NS(C)(=O)=O)c1 | -2
Cc1cc(C)c(NC(=O)C(C)C)c(C)c1 | -3
O=C(NC(NCC12CC3CC(CC(C3)C1)C2)(C(F)(F)F)C(F)(F)F)c1ccccc1F | 7
Next part
SMILES | RBX1-CUL1 inh
COC1C=NCN1c1ccccc1 (stereo not drawn) | 4
CCOC(=O)C1(CCOc2ccccc2)CCCN(Cc2cnn(C)c2)C1 (stereo not drawn) | 2
CC(C)CN1CCNC(=O)C1CC(=O)N1CCN(c2ccccn2)CC1 (stereo not drawn) | 10
CCN(Cc1ccccc1)C(=O)CN1C(=O)CSc2ccc(S(=O)(=O)N(CC)CC)cc21 | 7
COc1ccc(NC(=O)CN(c2cccc(C)c2C)S(=O)(=O)c2ccccc2)cc1OC | 2
CCOc1ccc(C2=C(/C=N/NC(=O)CSc3nc4ccccc4s3)C(c3ccccc3)c3ccccc3O2)cc1 (stereo not drawn) | -12
Cc1ccc(S(=O)(=O)c2c(O)cc(C)c(NS(=O)(=O)c3ccc(Br)cc3)c2C)cc1 | -12
COc1ccccc1C(=O)CC1(O)C(=O)N(Cc2ccc(Cl)cc2)c2ccccc21 (stereo not drawn) | 1
CCOC(=O)C1(Cc2ccc(OC)cc2)CCN(C(=O)Cn2cnnn2)CC1 | 3
CC(=O)Nc1ccc(NC(=O)c2ccc(COc3ccc(C(C)(C)C)cc3)cc2)cc1 | 6
Cn1c(C(=O)N2CCC(C(=O)N3CCN(c4ccccc4)CC3)CC2)cc2sccc21 | 2
Cc1ccc(NC(=O)CSc2nnc(-c3cc4occc4n3C)n2-c2ccccc2C)c(C)c1 | -3
COC(=O)c1cc(C(=O)OC)c(C(=O)OC)c(-c2c(-c3ccccc3)c(C)c3ccccn23)c1C(=O)OC | -2
CCOc1ccc(OCC)c(NC(=O)C(NS(=O)(=O)c2cccs2)c2ccccc2)c1 (stereo not drawn) | 2
CCOC(=O)c1ccccc1NC(=O)COC | 5
Cc1ccccc1CC1(CO)CCCN(C(=O)CCN2CCCCO2)C1 (stereo not drawn) | 0
CC1=Nc2nc(SCc3ccccc3)nn2C(c2ccc(Cl)cc2)C1C(=O)Nc1cccnc1 (stereo not drawn) | -1
COc1ncc(-c2cnc(OC)nn2)nn1 | -5
Cc1c(Cl)c([N+](=O)[O-])nn1Cc1ccc(C(=O)O)cc1 | 1
COc1ccc(N2CCN(C(=O)C3CCN(S(=O)(=O)c4cccs4)CC3)CC2)cc1 | -4
Cc1nc(Nc2ncc3c(n2)CC(C)(C)CC3=O)nc2ccccc12 | -11
O=S(=O)(c1ccccc1)c1ccc(Cl)c(Cl)c1 | -3
CCCCC(=O)NC(c1ccc(OC)cc1)c1ccc2cccnc2c1O (stereo not drawn) | 0
O=S(=O)(c1ccc(F)cc1)N(Cc1nc(-c2ccccc2)no1)C1CCCCC1 | -2
Cc1ccc(C2CCN(C(=O)Nc3ccc(Cl)cc3)C2)cc1 (stereo not drawn) | 8
CCCCSc1nnc2c(n1)OC(C1CC=C(C)CC1C)Nc1ccccc1-2 (stereo not drawn) | 6
CCOC(=O)c1c(-c2ccc(F)cc2)csc1NC(=O)CSc1nnc2sc3ccccc3n12 | 8
COc1ccc(-c2ccc(C(=O)O)c(Cl)n2)cc1 | -6
COc1cccc(C2CC(c3ccc(C)cc3)=Nc3c(C(=O)Nc4ccc(F)cc4)cnn32)c1OC (stereo not drawn) | -9
COc1ccc(NS(=O)(=O)Cc2ccccc2F)cc1Cl | 1
Cc1cccc2c1-c1sc(C(=O)NCc3ccc(Cl)cc3)cc1CO2 | -3
NC(=O)c1ccc(C2CCCN2C(=O)CN2CCOc3ccccc3C2)s1 (stereo not drawn) | 5
Cc1ncc2c(c1-c1noc(-c3ccc4[nH]c(C)c(C)c4c3)n1)CCNC2 | 1
Cc1ccc(NC(=O)c2cnn(-c3ccccc3)c2-c2ccccc2)cc1 | 8
COc1ccc(NC(=O)C2C(C)=Nc3nc(-c4cccs4)nn3C2c2ccccc2OC)cc1 (stereo not drawn) | 8
CC12CCC(C(=O)Nc3ccccc3F)(CC1=O)C2(C)C (stereo not drawn) | -4
O=C(COc1ccccc1F)Nc1ccc(C(=O)OCc2cc(=O)n3nc(C4CC4)sc3n2)cc1 | 0
COc1ccc(-c2nc3cc(NC(=O)CSc4ccc(C)cc4)ccc3o2)cc1 | -5
c1ccc(Nc2ccc(OCc3nn[nH]n3)cc2)cc1 | -4
CC1CCCN(C(=O)c2cc3c(Cl)nc4ccccc4c3s2)C1 (stereo not drawn) | -1
COc1ccccc1NC(=O)C(=O)N/N=C/c1cc2c(cc1Br)OCO2 | 0
CC(=O)n1nc(-c2ccccc2)cc1-c1ccccc1 | -10
COc1ccc(-c2csc(=Nc3ccccc3)n2Cc2ccccc2)cc1 | -4
O=C1C2C3C=CC(C2C(=O)N1CCCO)C1C2C(=O)N(CCCO)C(=O)C2C31 (stereo not drawn) | 9
COc1ccc(-c2ccccc2NC(=O)C2CCCN(C3CCOCC3)C2)cc1 (stereo not drawn) | -4
O=c1oc2ccccc2cc1C1(O)CSC2=NCCN21 (stereo not drawn) | -5
COc1cccc(NC(=O)Cn2c(=O)n(-c3ccccc3)c(=O)c3c4c(sc32)CCCC4)c1 | 6
Cc1ccccc1Nc1c(-c2cccc(O)c2)nc2ccc(Br)cn12 | -8
O=C(Nc1nc(-c2ccccc2)ns1)N1CCn2cccc2C1 | 7
Cc1c(Cl)cccc1NS(=O)(=O)c1ccc(-c2cnc(C3CC3)o2)cc1 | -7
Going on with the list:
SMILES | RBX1-CUL1 inh
CC(C)c1ccccc1NC(=O)c1ccccc1Cl | -3
COc1ccc(-c2nnc(SCC(=O)Nc3ccc(Br)cc3C)n2C)cc1OC | -2
CN1CCN(C2=C(Cl)C(=O)N(c3ccc(Cl)cc3)C2=O)CC1 | 4
O=C(Nc1cccc(C(F)(F)F)c1)c1cccc2c1Oc1nc3ccccc3nc1O2 | 3
C1CCC(N2CCN(c3nc4nonc4nc3N3CCSCC3)CC2)C1 | 6
Cc1ccc(CN2CCCC(CCC(=O)N3CCCC3)C2)o1 (stereo not drawn) | -2
COc1ccc(N2CCN(Cc3nc(N)nc(Nc4ccc(Cl)cc4)n3)CC2)cc1 | -1
COC(=O)c1cccc(C(=O)N2CCC(C(Cc3ccccc3)N(C)C(=O)Cn3cccn3)CC2)c1 (stereo not drawn) | -3
Cc1ccc(OS(=O)(=O)c2ccccc2C)cn1 | -2
COc1cc(OC)cc(C(=O)NNC(=S)Nc2cc(OC)c(Cl)cc2OC)c1 | -4
COc1ccc(-n2c(CSc3nc(C)cc(C)n3)n[nH]c2=S)cc1 | 0
CC1(C)CCCC2=C1CC(=O)OC2c1ccccc1 (stereo not drawn) | -2
COC(=O)c1scc(-c2ccc(C)cc2)c1S(=O)(=O)N1CCN(c2ccc(C)cc2C)CC1 | -5
CCOc1ccc(N(CC(=O)NCc2ccccc2Cl)S(=O)(=O)C2C(=O)NC(=O)N=C2C)cc1 (stereo not drawn) | -3
Cc1ccc2nc(CN3CCN(C(=O)Nc4ccc(F)cc4)CC3)oc2c1 | -2
CCOc1ccc(Oc2nc(NC)nc(N3CCOCC3)n2)nn1 | -4
Cc1ccc(N2CCN(C(=O)C3CCC(CNS(=O)(=O)c4ccc(Br)s4)CC3)CC2C)cc1 (stereo not drawn) | 0
